Anthrax LF prot: Bacillus anthracis LF protease inhibitors, primary screen, biochemical, multiplex microsphere, MLPCN library; Lethal factor (Bacillus anthracis), P15917; multiplex microsphere protease cleavage assay; inhibition, % at 10 µM; 0.12% of 360,000 active; AID 588501, 2011; also: plate controls were buffer without enzyme for full effect and enzyme alone for no effect
Target sequence (P15917 whole entry, looked up): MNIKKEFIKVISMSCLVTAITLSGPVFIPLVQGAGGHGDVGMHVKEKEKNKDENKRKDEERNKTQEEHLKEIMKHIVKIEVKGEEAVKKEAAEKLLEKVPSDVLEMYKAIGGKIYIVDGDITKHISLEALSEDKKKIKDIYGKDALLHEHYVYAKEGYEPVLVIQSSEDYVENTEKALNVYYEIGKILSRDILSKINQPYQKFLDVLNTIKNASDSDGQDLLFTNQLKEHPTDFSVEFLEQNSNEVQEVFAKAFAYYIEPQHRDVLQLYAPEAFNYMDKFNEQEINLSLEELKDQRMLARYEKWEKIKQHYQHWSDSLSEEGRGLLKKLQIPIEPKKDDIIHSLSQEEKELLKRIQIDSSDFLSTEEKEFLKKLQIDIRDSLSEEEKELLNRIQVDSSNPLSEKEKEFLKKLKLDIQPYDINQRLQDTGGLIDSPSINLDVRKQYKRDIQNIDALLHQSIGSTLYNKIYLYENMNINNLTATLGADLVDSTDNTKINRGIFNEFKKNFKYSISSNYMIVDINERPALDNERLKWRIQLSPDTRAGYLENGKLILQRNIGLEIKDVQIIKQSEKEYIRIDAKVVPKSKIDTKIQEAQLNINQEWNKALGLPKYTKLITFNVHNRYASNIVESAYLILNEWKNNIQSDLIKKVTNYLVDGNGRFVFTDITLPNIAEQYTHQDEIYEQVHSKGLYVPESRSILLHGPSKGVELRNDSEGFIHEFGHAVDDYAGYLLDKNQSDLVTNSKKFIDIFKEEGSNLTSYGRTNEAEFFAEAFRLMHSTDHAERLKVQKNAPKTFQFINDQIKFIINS
PrPC TRFRET: inhibitors of human cell surface prion protein PrPC, primary screen, cell-based, TR-FRET; inhibition, % at 13.8 µM; AID 720596, 2013; TR-FRET read-out; Major prion protein (Homo sapiens), P04156; 0.43% of 370,000 active; in the data active = inhibition above about 24%; also: 0% = median of the test wells and 100% = reference compound wells
FadD28 binding: inhibitors of FadD28 bisubstrate probe binding, primary screen, biochemical, fluorescence polarization, single point. Mycobacterium tuberculosis FadD28 fatty-acid-AMP ligase. AID 588549, 2011. inhibition, % at 12.5 µM. 0.22% of 360,000 active; in the data active = inhibition above about 8.5%, passing the limit was not always enough; inconclusive = no clear call, values can overlap the other calls
TcdB GH inh: TcdB glycohydrolase inhibitors, primary screen, biochemical, single point, plate reader | Toxin B (Clostridioides difficile), P18177 | TcdB glycohydrolase enzymatic assay | inhibition, % at 9.99 µM | 0.24% of 350,000 active; in the data active = inhibition above about 10%
BoNT-F LC inh: BoNT/F light chain protease inhibitors, primary screen, biochemical, flow cytometry, MLPCN library. 0.22% of 360,000 active. AID 588497, 2011. Multiplex microsphere protease cleavage assay. inhibition, % at 10 µM. Botulinum neurotoxin type F light chain protease (Clostridium botulinum); in the data active = inhibition above about 35%, passing the limit was not always enough; inconclusive = no clear call, values can overlap the other calls; also: plate controls were buffer without enzyme for full effect and enzyme alone for no effect
CCHF vOTU inh: CCHFV vOTU protease inhibitors, primary screen, biochemical, Pep-AMC substrate, fluorescence; Crimean-Congo hemorrhagic fever virus L polyprotein viral ovarian tumor (vOTU) protease …; inhibition, % at 11.5 µM; 0.55% of 370,000 active; AID 651958, 2012; in the data active = inhibition above about 30%; also: 0% = vehicle wells with enzyme and 100% = no enzyme wells
Yp Topo-I inh: Yersinia pestis topoisomerase I inhibitors, primary screen, biochemical, cleavage product accumulation, plate reader, single point | DNA topoisomerase I (Yersinia pestis CO92) | Y. pestis Topo-I cleavage product accumulation | activity, % at 10 µM | 0.064% of 360,000 active; in the data active = activity above about 50%, passing the limit was not always enough; inconclusive = no clear call, values can overlap the other calls; also: inactives centre near 2
PfHsp40 yeast: rescue of yeast from PfHsp40 toxicity, primary screen, S. cerevisiae, ATP luminescence; S. cerevisiae expressing PfHsp40, growth rescue; growth rescue, % at 12.5 µM; 0.68% of 340,000 active; in the data active = growth rescue above about 28%, passing the limit was not always enough; inconclusive = no clear call, values can overlap the other calls;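 also: yeast W303a lacking pdr1 and pdr3 grown in galactose medium; growth measured after three days at 30 °C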
BoNT A protease: BoNT/A light chain protease inhibitors, primary screen, biochemical, flow cytometry, MLPCN library. 0.17% of 360,000 active. multiplex microsphere protease substrate cleavage. AID 588499, 2011. Botulinum neurotoxin type A light chain protease (Clostridium botulinum A str. ATCC 3502). inhibition, % at 10 µM; also: plate controls were buffer without enzyme for full effect and enzyme alone for no effect
An asterisk follows results filed as active; ? = inconclusive; . = not tested or not shown. Rule as the data show it, unless noted: active = inhibition above about 30%; inconclusive = no clear call, values can overlap the other calls; inactive = below that. Hits appear at their usual frequency (roughly 2.3% active in at least one column).

SMILES	Anthrax LF prot	PrPC TRFRET	FadD28 binding	TcdB GH inh	BoNT-F LC inh	CCHF vOTU inh	Yp Topo-I inh	PfHsp40 yeast	BoNT A protease
Cc1ccc(-c2ccc(=O)n(CC(=O)N3CCN(c4cccc(C)c4)C(C)C3)n2)cc1 (configuration not stated)	10.0	-15.6	1.0	0.4	0.1	3.4	7.3	0.6	5.6
COc1ccc(CC(=O)Nc2cc(S(=O)(=O)N3CCOCC3)ccc2N2CCCC2)cc1	-4.2	5.3	-1.5	1.3	3.1	-5.6	-1.3	.	0.2
Cc1ccccc1-c1noc(-c2ccccc2C(=O)O)n1	4.3	7.8	-0.2	-8.2	3.7	-0.7	-4.4	-1.0	-1.1
Cc1cc(Cl)ccc1OCCCC(=O)NNC(=O)c1ccccc1O	.	2.2	0.2	0.7	.	1.3	-8.4	-0.1	.
COC(=O)c1ccc(NC(=O)c2cccc(NC(=O)c3ccco3)c2)cc1	10.0	6.1	-3.4	-0.1	?	4.6	0.0	0.8	-1.1
Cc1ccc(NC(=O)CNC(=O)c2cccc(C)c2)nc1	.	15.6	-1.8	0.2	.	-5.2	-2.1	-0.7	.
O=C(Nc1ccccc1N1CCCCC1)c1cc(S(=O)(=O)N2CCOCC2)ccc1Cl	.	7.3	-3.0	2.0	.	-2.4	28.7	-1.5	.
CC(C)CCNC(=O)CCCc1ccccc1	-1.1	7.6	-0.5	0.0	-3.2	7.5	1.3	-0.1	1.7
O=C(c1ccco1)N1CCN(CC(O)COc2ccc(Br)cc2)CC1 (configuration not stated)	-8.3	-10.4	-0.5	-0.8	-9.6	-1.8	7.1	0.3	1.2
COc1cccc(OC)c1/C(O)=C(\C#N)c1nc2ccccc2[nH]1	-6.5	-11.0	-1.9	1.4	-12.2	13.1	-0.1	1.3	0.4
CCC(CO)Oc1cc(NC(=O)c2ccccc2N)c2ncn(C(C)C)c2c1 (configuration not stated)	-3.8	3.8	1.3	1.6	-4.6	-5.6	9.5	-2.1	-0.2
O=C(COc1ccccc1C(=O)NCC1CCCO1)Nc1ccc(Cl)cc1Cl (configuration not stated)	-2.5	8.1	-1.0	-1.8	5.9	-8.7	20.5	-0.1	-1.5
COc1ccc([N+](=O)[O-])cc1NC(=O)CCSCCc1ccccn1	-1.2	-7.6	-0.5	3.8	0.5	9.3	2.2	-1.6	0.3
CCOn1c(=O)c[n+]([O-])c2ccccc21	-3.6	4.8	-0.9	-0.6	5.4	16.0	11.2	-0.6	0.1
CCC(=O)c1ccc(OCC(=O)Nc2nc(-c3cccnc3)cs2)cc1	.	2.2	-1.5	2.5	.	11.2	4.9	0.2	.
CCN(C(=O)COC(=O)c1ccc2ccccc2n1)c1c(N)n(Cc2ccccc2)c(=O)[nH]c1=O	-0.2	-0.3	1.1	1.8	-4.9	-1.4	-6.1	0.0	-3.3
Cc1ccc(C)c(OCC(=O)Nc2ccc(C(=O)O)cc2NC(=O)COc2cc(C)ccc2C)c1	0.2	0.1	-2.9	0.0	-6.0	21.4	8.4	-0.6	-2.7
O=C(NC1CCN(C(=O)N2c3ccccc3Sc3ccccc32)CC1)c1ccccc1F	5.2	-8.3	-6.4	-0.9	-1.8	0.6	27.9	0.6	0.1
N#Cc1ccc(C(=O)NNC(=O)c2cccc(S(=O)(=O)N3CCOCC3)c2)cc1	-2.0	5.2	-0.3	1.0	0.7	-6.2	-1.5	-0.9	-1.5
COCCCNc1nc(N)c([N+](=O)[O-])c(NCc2ccccc2)n1	4.0	4.2	-3.4	0.2	6.5	12.8	1.2	-1.1	-0.9

Another view of four compounds above.
mol | Anthrax LF prot | PrPC TRFRET | FadD28 binding | TcdB GH inh | BoNT-F LC inh | CCHF vOTU inh | Yp Topo-I inh | PfHsp40 yeast | BoNT A protease
CCC(=O)c1ccc(OCC(=O)Nc2nc(-c3cccnc3)cs2)cc1 | . | 2.2 | -1.5 | 2.5 | . | 11.2 | 4.9 | 0.2 | .
CCN(C(=O)COC(=O)c1ccc2ccccc2n1)c1c(N)n(Cc2ccccc2)c(=O)[nH]c1=O | -0.2 | -0.3 | 1.1 | 1.8 | -4.9 | -1.4 | -6.1 | 0.0 | -3.3
Cc1ccc(C)c(OCC(=O)Nc2ccc(C(=O)O)cc2NC(=O)COc2cc(C)ccc2C)c1 | 0.2 | 0.1 | -2.9 | 0.0 | -6.0 | 21.4 | 8.4 | -0.6 | -2.7
O=C(NC1CCN(C(=O)N2c3ccccc3Sc3ccccc32)CC1)c1ccccc1F | 5.2 | -8.3 | -6.4 | -0.9 | -1.8 | 0.6 | 27.9 | 0.6 | 0.1

Additional compounds follow.
SMILES	Anthrax LF prot	PrPC TRFRET	FadD28 binding	TcdB GH inh	BoNT-F LC inh	CCHF vOTU inh	Yp Topo-I inh	PfHsp40 yeast	BoNT A protease
CC(=O)c1ccc(Nc2nc(C(N)Cc3ccc(N)cc3)cs2)cc1 (configuration not stated)	-9.7	0.3	-5.7	0.6	-36.1	7.1	-16.1	.	0.7
CCOc1cc(CNCCCN2CCOCC2)cc(Br)c1OCc1ccccc1Cl	-9.7	-19.8	-5.6	1.2	-21.3	7.7	1.6	1.0	-1.5
CCOC(=O)c1sc(SC)c2c1CCC/C2=N/OC	1.9	1.7	-2.0	-0.7	?	8.3	-6.4	0.4	?
CC(CNC(=O)C(C)(C)C)NC(=O)C(C)(C)C (configuration not stated)	3.0	1.3	-2.5	-0.7	-1.5	1.7	1.0	1.0	0.4
COCCN(CCOC)S(=O)(=O)c1ccc(C(=O)Nc2nc(-c3ccncc3)cs2)cc1	2.7	-4.3	-4.5	.	-9.4	12.2	-7.0	0.7	-0.1
CC1(C)Cc2nc(-c3ccccc3)n3cnnc3c2CO1	4.2	-8.1	-0.4	.	-5.6	6.0	3.3	4.6	0.3
O=C(NC(=S)Nc1ccccc1N1CCOCC1)c1ccc(-c2cccc(Cl)c2)o1	-3.1	-3.4	-0.9	.	-6.4	-2.4	0.2	-0.1	-0.4
COc1ccccc1-c1nnc(SCC(=O)NC2CCS(=O)(=O)C2)n1N (configuration not stated)	2.6	7.1	-1.7	4.8	0.8	0.0	-13.7	-1.4	-0.7
CCCCCOC(=O)C(C)Sc1n[nH]c(=O)[nH]c1=O (configuration not stated)	-2.0	-1.8	-2.6	1.5	0.1	-3.7	-1.8	0.3	-0.2
CCn1c(CSc2nc3ccccc3s2)nnc1SCC(=O)OC(C)(C)C	-2.5	8.7	-1.1	.	-5.8	14.4	24.1	0.4	-3.0
N#CC1(C#N)C(C(N)=O)C1c1ccccc1 (configuration not stated)	1.0	3.9	-2.1	.	-0.3	4.9	-8.4	0.0	0.3
O=C(Nc1c(-c2ccccc2)[nH][nH]c1=O)c1cccc(C(F)(F)F)c1	-2.3	-0.9	0.1	-12.1	-6.9	16.3	.	.	-0.8
Cc1ccc(S(=O)(=O)N(C)C)cc1-n1c(SCC(=O)Nc2ccc(F)cc2Cl)nc2ccccc2c1=O	0.4	-3.5	-0.9	.	-5.6	-5.3	1.9	-1.5	0.1
CCOc1cc2c(C#N)c(N3CCNCC3)nc(N)c2c(N)n1	3.6	0.2	-2.7	.	-31.2	-50.3	-6.8	-0.4	1.5
O=C1N(Cc2cccnc2)C[C@@H]2C[C@@H](c3ccc(-c4ccccc4)cc3)N3CCC[C@@]123	4.9	-3.0	-3.9	0.7	-11.1	-5.2	20.8	-0.6	-3.5
CN(CCc1ccccc1)C(=O)c1ccc(NC(=O)Cc2ccc(NC(=O)C3CCN(C(=O)C4CCCCC4)CC3)cc2)cc1	-2.2	-0.6	-3.6	1.5	4.5	4.4	27.7	2.3	1.4
Cc1cccc(NS(=O)(=O)c2cccc(C(=O)NCc3ccccc3CN3CCOCC3)c2)c1	5.1	-0.9	-0.7	1.8	-5.0	11.6	17.0	0.5	-2.9
O=C(O)CN1C(=O)C=CC1=O	-3.2	2.9	-1.0	-0.7	7.3	2.2	0.2	.	-0.1
CC1CCN(C(=O)Cn2nnc(-c3cccs3)n2)CC1	-2.0	6.3	-3.3	1.4	0.4	0.3	3.9	0.2	-0.9
OC(COc1cccc2ccccc12)CN1CCN(c2ccccn2)CC1 (configuration not stated)	-5.6	-6.0	-0.7	.	7.6	16.0	17.0	0.7	1.2
N#CCCN(Cc1cccnc1)C(=O)c1sc2cc(F)ccc2c1Cl	0.2	3.4	-1.9	0.1	-2.6	1.2	-4.0	0.2	-0.4
CC(C)Cc1nnc(NC(=O)c2cc([N+](=O)[O-])ccc2N2CCOCC2)s1	-0.4	-14.0	0.0	1.2	-5.3	13.9	12.0	0.1	-1.4
CCN1/C(=C/C(=S)Nc2ccccc2)Sc2ccccc21	-27.9	8.3	-0.3	2.4	.	-3.8	-17.1	5.5	?
Cc1ccc(CSCCNS(=O)(=O)c2ccccc2)cc1	-1.3	2.7	-2.7	.	0.7	0.7	-0.6	3.5	0.5
Cc1cccc(N2CCN(C(=O)c3ccc4c(c3)OCCO4)CC2C)c1 (configuration not stated)	3.4	-3.6	-3.1	0.7	4.8	-11.0	-10.4	-0.4	0.7
CC(C)COc1cc(=O)[nH]c(SCC(C)C)n1	-3.0	4.9	-3.3	.	6.5	18.2	-6.1	-0.9	-0.8
O=C(COn1nnc2ccc(C(F)(F)F)cc21)Nc1nnc(-c2ccccc2)o1	2.7	-3.1	-3.0	.	12.9	9.3	-5.0	-0.2	1.2
COc1ccc(CN2C(=O)CSCC2=O)cc1OC	0.5	13.4	-1.3	0.9	-16.8	3.3	1.7	0.0	-0.3
O=C(O)c1ccc(/C=N/Nc2nc(N3CCCCC3)nc(N3CCCCC3)n2)cc1	-4.1	-1.9	-3.2	0.4	0.5	9.6	-0.1	0.4	-0.5
CN1CCN(c2ncnc3c2ncn3[C@H]2CN(Cc3ccncc3)C[C@@H](CO)O2)CC1	-5.6	-4.1	-2.3	-0.4	0.7	-1.2	1.9	.	0.1
CC(C)(C)Cc1nnc(NS(=O)(=O)c2ccc(F)cc2)s1	-1.9	4.6	-3.0	.	-29.7	26.0	-0.9	-1.7	-1.4
COCCCNC(=O)[C@H](Cc1c[nH]c2ccccc12)NC(=O)OCc1ccccc1	-14.6	0.8	0.9	-0.5	-17.3	-1.4	4.7	0.2	0.2
CN1C(=O)S/C(=C/c2ccccc2OCc2ccc(C(=O)O)cc2)C1=O	1.5	-1.9	-4.1	1.2	-0.1	-12.5	10.4	-0.3	-0.5
COc1ccc(S(=O)(=O)c2c(O)c3ccc(C(=O)Nc4ccc(F)cc4F)cc3[nH]c2=O)cc1	-0.6	-4.5	-4.8	2.1	-2.8	2.5	2.6	1.4	0.9
CCOc1cccc(C(=O)NCc2ccccc2)c1	-1.8	8.5	0.9	1.2	-4.4	-5.4	0.6	0.1	-0.4
Cc1cc(C(=O)Nc2sc(C)c(-c3ccc(F)cc3)c2C(N)=O)no1	-10.3	4.5	-4.1	.	-6.9	-0.8	-2.0	-1.1	-0.6
CCCCC1Cc2[nH]c(=S)[nH]c(=O)c2C(c2cccc3ccccc23)O1 (configuration not stated)	1.4	-17.7	.	0.0	0.8	7.6	.	.	-0.4
COc1ccccc1C(=O)NCCC(=O)N1CCN(S(=O)(=O)c2ccc(Cl)cc2)CC1	-4.8	-10.5	-0.2	3.5	4.4	13.2	20.6	0.1	-1.7
Cc1cc2c(cc1S(=O)(=O)N1CCOCC1)NC(=O)CO2	-5.7	-4.9	-4.1	-0.7	8.4	3.8	3.8	0.1	1.7
CCc1c(C(=O)Nc2ccncc2)csc1C	-7.3	8.8	-0.3	.	-1.9	4.8	-7.8	0.8	-0.7
Cc1ccc(NCCC(=O)c2cccs2)cc1	2.6	7.6	-2.5	1.3	-4.2	0.1	-9.4	0.6	-0.4
COc1cc(NC(=O)COC(=O)/C=C/c2c(C)nn(C3CCS(=O)(=O)C3)c2Cl)cc(OC)c1OC (configuration not stated)	-0.1	-5.2	-1.1	.	7.2	8.5	-2.0	-1.3	0.1

From PubChem
